Screening results as filed in PubChem BioAssay.
PfGluPho inh: PfG6PD (Plasmodium falciparum) enzyme inhibition | PfGluPho enzyme, NADPH resazurin-diaphorase fluorescence | inhibition, % at 20 µM | 350,000 compounds, 0.78% hits | AID 504690;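 active = inhibition reaching at least a set limit at 20 µM in the primary screen, cut at about 59% in these data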;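 also: 0% = DMSO wells with substrate and 100% = DMSO wells lacking glucose-6-phosphate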
SENP7 block: SENP7 protease inhibition. Q9BQF6. recombinant SENP7, Z-RLRGG-aminoluciferin luminescence, 40 min. inhibition, % at 5 µM. 330,000 compounds, 1.5% hits. AID 434973;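 active = inhibition above about 50% at the single test dose, limit read from the data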;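 also: plate controls were DMSO with enzyme for no effect and no enzyme buffer wells for full effect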
Target sequence (Q9BQF6 706-1050 limits assumed): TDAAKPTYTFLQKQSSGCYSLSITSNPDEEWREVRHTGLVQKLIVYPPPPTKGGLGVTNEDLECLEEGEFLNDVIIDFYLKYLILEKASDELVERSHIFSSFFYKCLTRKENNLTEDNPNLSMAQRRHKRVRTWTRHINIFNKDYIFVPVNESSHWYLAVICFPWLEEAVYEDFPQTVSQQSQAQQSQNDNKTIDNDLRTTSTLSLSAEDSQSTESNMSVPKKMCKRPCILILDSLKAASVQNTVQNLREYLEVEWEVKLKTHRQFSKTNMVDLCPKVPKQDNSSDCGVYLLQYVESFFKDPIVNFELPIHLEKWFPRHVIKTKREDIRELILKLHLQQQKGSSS
SENP6 block: blocks the human protease SENP6 | Q9GZR1 | Recombinant SENP6 catalytic domain, aminoluciferin luminescence | inhibition, % at 10 µM | 330,000 compounds, 1.8% hits | AID 2599;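 active = inhibition above about 50% at the single tested dose, limit read from the data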;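 also: plate controls were DMSO wells with enzyme for no effect and DMSO wells lacking enzyme for full effect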
SENP8 inh: blocks human SENP8 cleavage of Nedd8 substrate; inhibition, % at 20 µM; Q96LD8; 360,000 compounds, 0.64% hits; recombinant SENP8, Nedd8 substrate fluorescence; in the data active = inhibition mostly above about 40%, no sharp cut-off; inactive = mostly below about 27%
Target sequence (Q96LD8 whole entry, looked up): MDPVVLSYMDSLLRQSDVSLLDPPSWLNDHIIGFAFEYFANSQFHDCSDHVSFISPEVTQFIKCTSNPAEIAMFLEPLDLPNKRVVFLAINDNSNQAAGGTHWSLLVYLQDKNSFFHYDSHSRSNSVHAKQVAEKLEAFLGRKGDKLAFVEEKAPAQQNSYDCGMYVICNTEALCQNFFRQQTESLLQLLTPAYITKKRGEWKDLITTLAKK
GRIN3A LBD mod: modulators (binders) of human NR3A ligand-binding domain. Tm shift relative to glycine control, % at 25 µM. AID 1259313. NR3A LBD differential scanning fluorimetry, Tm shift; 0% = protein alone, 100% = glycine-bound protein. 340,000 compounds, 2.5% hits;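 active = melting temperature shift of at least 10% of the positive control shift, at one fixed dose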
ATG4B inhibitor: blocks human ATG4B protease cleavage of LC3 substrate. ATG4B cleavage of LC3-PLA2, NBD-HPC fluorescence, 1 h. inhibition, % at 8.33 µM. 340,000 compounds, 0.51% hits; in the data active = inhibition above about 40%
Target sequence (Q9Y4P1 whole entry, looked up): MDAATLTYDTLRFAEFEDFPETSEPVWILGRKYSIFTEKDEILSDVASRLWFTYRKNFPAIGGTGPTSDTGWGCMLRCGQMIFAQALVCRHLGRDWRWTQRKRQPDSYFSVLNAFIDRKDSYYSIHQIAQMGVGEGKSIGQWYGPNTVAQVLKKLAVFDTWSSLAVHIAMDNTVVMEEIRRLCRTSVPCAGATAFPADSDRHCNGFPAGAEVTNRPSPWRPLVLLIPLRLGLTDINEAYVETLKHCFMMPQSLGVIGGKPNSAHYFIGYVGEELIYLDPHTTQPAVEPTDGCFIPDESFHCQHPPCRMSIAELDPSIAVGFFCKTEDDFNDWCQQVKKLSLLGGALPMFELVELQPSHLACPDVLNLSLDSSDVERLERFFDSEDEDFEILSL
HKDC1 inh: inhibitors of human hexokinase HKDC1 | Q2TB90 | recombinant HKDC1, G6PDH/diaphorase resazurin coupled fluorescence | inhibition, % at 20 µM | 340,000 compounds, 0.16% hits;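 active = inhibition above about 35% when tested at 20 µM, limit read from the data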;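 also: plate controls were DMSO wells with enzyme for no effect and DMSO wells lacking enzyme for full effect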
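System: Recombinant HKDC1 hexokinase | Amount: HKDC1 at 5 µg/mL | Reagent: Glucose with 1 mM ATP | Doses: Single 20 µM dose | Incubation: Reaction time 90 min, room temperature, protected from light | Signal: Coupled resazurin fluorescence, excitation 525 nm, emission 613 nm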
MPTP block: inhibitors of mitochondrial permeability transition pore. isolated mouse mitochondria, Ca2+ swelling absorbance, 30 min. inhibition, % at 10 µM. 360,000 compounds, 1.4% hits;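 active = inhibition of 50% or more, scaled per plate between neutral and stimulator controls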;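 also: 0% = DMSO wells given calcium and 100% = 1 mM EGTA wells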
Starred values were filed as active, the others as inactive; . = not tested or not shown.

SMILES | PfGluPho inh | SENP7 block | SENP6 block | SENP8 inh | GRIN3A LBD mod | ATG4B inhibitor | HKDC1 inh | MPTP block
CC(=O)c1cnc(Oc2cc(Cl)ccc2Cl)nc1C | -3.5 | 3.7 | -2.1 | 0.4 | -0.5 | 1.3 | -2.6 | -0.2
Cc1ccc(C2=NS(=O)(=O)N(C)C(C(=O)Nc3cc(C)n(CC(=O)N4CCCCC4)n3)=C2)cc1 | -1.8 | -5.1 | 6.0 | 6.2 | -0.2 | -10.9 | -3.9 | -1.4
NC(=O)Cc1nc(-c2ccccc2)cs1 | -1.3 | 0.5 | 0.8 | 8.9 | -2.7 | 4.5 | 15.5 | 0.1
CC1(C)C(=O)NCCN1C(=O)CCCC(=O)O | 2.1 | 1.6 | 6.2 | 10.4 | 0.1 | -7.9 | -5.9 | -1.3
N#Cc1cc2c(nc1SCC(=O)Nc1sc3c(c1C#N)CCC3)CCCC2 | -3.9 | 6.9 | 5.6 | 1.9 | 1.0 | -13.6 | -5.9 | -8.9
CC(C)[C@H](NC(=O)N1CC(=O)Nc2ccccc21)C(=O)Nc1nccs1 | 5.6 | 7.7 | -8.8 | -12.8 | -3.6 | -2.1 | 4.0 | 0.5
O=C(c1cccnc1)N(c1cc2sc(=O)oc2c2ccccc12)S(=O)(=O)c1ccccc1 | 59.0 | -2.3 | 10.6 | 7.7 | -5.9 | 2.6 | 38.2* | -0.8
N#Cc1cc2c(nc1Cl)CCCC2 | -10.3 | 2.3 | 6.5 | 13.3 | -2.6 | 7.6 | -10.6 | 1.5
CC(C)c1cc(C(C)C)c(S(=O)(=O)N2c3ccccc3[C@@]3(Br)C[C@H]4C(=O)N[C@@H](Cc5ccccc5)C(=O)N4[C@@H]23)c(C(C)C)c1 | -0.5 | 0.7 | 3.7 | . | -4.9 | 0.6 | 2.7 | .
Cc1ccc(C(NC(=O)NC(C)c2ccccc2)C(Cl)(Cl)Cl)cc1F (stereo unspecified) | 5.3 | 2.0 | -1.7 | 7.4 | -7.9 | -7.1 | -6.6 | 76.3*
CCNC(=S)N/N=C(\C)c1ccco1 | -1.4 | -11.8 | -5.2 | 6.7 | 0.2 | 1.1 | 9.3 | -3.8
COc1ccc(C/C(=N\OC(C)=O)c2ccc(OC)cc2)cc1 | -6.1 | 98.3* | 95.5* | 9.9 | -2.3 | 1.2 | 3.1 | -0.4
OC(CNC1CCCCC1)CNC1CCCCC1 | -11.8 | 6.1 | -4.1 | 20.2 | -0.7 | 3.0 | -11.8 | 0.6
CN(Cc1ccc(F)cc1)C(=O)c1ccc(NS(=O)(=O)c2ccccc2)cc1 | -10.6 | -1.6 | 18.2 | -2.8 | 12.8* | -7.4 | 3.8 | -1.7
COc1ccc(C)cc1S(=O)(=O)N(C)CC(=O)NC1CCCCC1 | -11.7 | 0.4 | 3.7 | 15.1 | -1.2 | 11.3 | 4.2 | 2.7
CCCCN1C(=O)/C(=C/C=C2\SCCN2C)SC1=S | -3.3 | -2.0 | 10.0 | 35.7 | -6.4 | 72.5* | 8.1 | 1.1
O=C1CCN(S(=O)(=O)c2ccccc2)CCN1CCOCc1ccc(F)cc1 | -1.5 | -5.0 | 3.1 | 3.0 | 0.9 | 0.5 | 3.3 | -0.9
CN(Cc1cnn(C)c1)C(=O)c1cc(COc2c(F)cccc2F)on1 | -5.2 | -8.6 | -13.4 | 8.5 | -1.5 | -0.9 | -5.7 | -0.8
N#Cc1ccccc1OCC(=O)NC(N)=O | 2.7 | -0.6 | -1.4 | 3.7 | 1.4 | -6.5 | 0.2 | -1.3
CCOCCCNC(=O)c1ccc(-n2c(=S)[nH]c3ccccc3c2=O)cc1 | 2.8 | -9.2 | 6.1 | 10.4 | 0.0 | -3.5 | -2.1 | -1.4

Ordered by SMILES length (smallest number first): 6 of the compounds above.
SMILES | PfGluPho inh | SENP7 block | SENP6 block | SENP8 inh | GRIN3A LBD mod | ATG4B inhibitor | HKDC1 inh | MPTP block
OC(CNC1CCCCC1)CNC1CCCCC1 | -11.8 | 6.1 | -4.1 | 20.2 | -0.7 | 3.0 | -11.8 | 0.6
CCCCN1C(=O)/C(=C/C=C2\SCCN2C)SC1=S | -3.3 | -2.0 | 10.0 | 35.7 | -6.4 | 72.5* | 8.1 | 1.1
COc1ccc(C)cc1S(=O)(=O)N(C)CC(=O)NC1CCCCC1 | -11.7 | 0.4 | 3.7 | 15.1 | -1.2 | 11.3 | 4.2 | 2.7
CN(Cc1cnn(C)c1)C(=O)c1cc(COc2c(F)cccc2F)on1 | -5.2 | -8.6 | -13.4 | 8.5 | -1.5 | -0.9 | -5.7 | -0.8
O=C1CCN(S(=O)(=O)c2ccccc2)CCN1CCOCc1ccc(F)cc1 | -1.5 | -5.0 | 3.1 | 3.0 | 0.9 | 0.5 | 3.3 | -0.9
CCOCCCNC(=O)c1ccc(-n2c(=S)[nH]c3ccccc3c2=O)cc1 | 2.8 | -9.2 | 6.1 | 10.4 | 0.0 | -3.5 | -2.1 | -1.4

Following part:
SMILES | PfGluPho inh | SENP7 block | SENP6 block | SENP8 inh | GRIN3A LBD mod | ATG4B inhibitor | HKDC1 inh | MPTP block
O=C(NCCO)C(=O)NCC1OCCCN1S(=O)(=O)c1cc(F)ccc1F (stereo unspecified) | 4.6 | -12.7 | -1.6 | -2.2 | 136.0* | -2.6 | -6.1 | 0.5
CC(=O)N/N=C\c1ccccc1OC/C=C/c1ccccc1 | -0.2 | 4.1 | 2.0 | 5.9 | -2.0 | 1.5 | -2.6 | 0.8
CC(C)(C)N(C(=O)Cn1nnc(-c2ccc(F)cc2)n1)C(C(=O)NC1CCCC1)c1ccncc1 (stereo unspecified) | 30.5 | -0.1 | -16.7 | 26.6 | -0.3 | -15.8 | 5.4 | 2.9
Cc1cc(C)cc(N2CC(C(=O)Nc3cc(C)on3)CC2=O)c1 (stereo unspecified) | -3.5 | -1.5 | -17.5 | 3.7 | 2.5 | -5.5 | -1.8 | -0.1
CC(=O)c1cccc(NC(=S)NC(=O)c2cncc(Br)c2)c1 | -5.4 | -5.2 | -16.0 | 7.7 | -0.3 | 1.2 | -0.5 | -0.7
COc1ccc(OC)c(C2/C(=C(\O)c3ccc4c(c3)OCCO4)C(=O)C(=O)N2CC2CCCO2)c1 (stereo unspecified) | 2.3 | 2.8 | -13.3 | -1.4 | 3.8 | -3.3 | -4.3 | -1.4
O=C(O)c1ccc(N2Cc3ccccc3C2)cc1O | -3.2 | -1.9 | 70.4* | -2.8 | 3.3 | 17.2 | -15.1 | 0.6
COc1ccccc1NC(=O)CN(C)S(=O)(=O)c1cc(C)ccc1OC | 1.9 | -6.1 | -13.6 | 0.2 | 1.4 | 2.6 | -1.5 | -1.3
Cc1nc(CSc2ccc(Cl)cc2)cc(NCc2ccccc2)n1 | -10.8 | 0.3 | 10.3 | 7.8 | -20.4 | 72.8* | -0.8 | 0.1
CCOC(=O)/C(C#N)=C/Nc1ccccc1NS(=O)(=O)c1ccc2c(c1)OCCO2 | -27.8 | 3.4 | -5.0 | -33.7 | -2.6 | -7.5 | -2.6 | 1.0
COc1cc2c3c(c1OC)-c1cc4c(cc1CC3(C#N)N(C(=O)c1ccccc1)CC2)OCO4 (stereo unspecified) | -5.6 | . | . | -4.0 | 1.3 | 8.9 | 6.7 | 1.3
O=C(CCn1c(=S)[nH]c2cc3c(cc2c1=O)OCO3)NCc1ccccc1Cl | -2.5 | -0.1 | -13.5 | 2.1 | 0.0 | 8.1 | 3.6 | -1.5
CN(Cc1ccccc1)c1nc2c(c(=O)[nH]c(=O)n2C)n1Cc1ccccc1Cl | -5.8 | 1.7 | -8.5 | 2.8 | -6.0 | 2.8 | -3.5 | 8.6
CCN1C(=O)CSC1=Nc1ccc(C(=O)O)cc1 | -16.8 | 10.9 | -1.6 | 20.2 | -1.5 | -2.0 | -0.4 | -0.7
CCNC(=S)NCc1ccc2[nH]c(C)cc2c1 | -0.1 | 2.4 | -18.2 | -5.8 | -5.3 | -16.0 | 5.7 | -1.7
COc1ccc(C(=O)CC(=O)C(=O)Nc2ccc(C)cc2Cl)cc1 | -14.3 | 7.8 | 16.0 | -31.8 | -7.6 | 5.4 | -4.6 | 1.7
CCN(CC)S(=O)(=O)c1cccc(-c2nnc(C(=O)c3ccc(C(F)(F)F)cc3)o2)c1 | -5.0 | 9.2 | 3.2 | 8.3 | 0.6 | -1.0 | 3.9 | 3.8
C=CCC[C@H](Cc1ccc(F)cc1)C(=O)OC[C@H](C)NC(=O)[C@@H](CC=C)CC(=O)N[C@H](CO)Cc1ccccc1 | 26.8 | -5.0 | 1.8 | 15.0 | -1.3 | -5.4 | 8.0 | 0.4
Cc1cc(C)c(S(=O)(=O)NC2CC2)c(C)c1 | 13.7 | -1.6 | 18.9 | 4.5 | 1.6 | -6.4 | -6.0 | -0.4
O=C(CSc1nc2ccccc2[nH]1)c1c[nH]c2ccccc12 | 12.5 | 2.8 | -10.0 | 26.1 | 14.4* | 24.4 | -0.6 | 1.6
O=C(NNS(=O)(=O)c1ccccc1[N+](=O)[O-])c1ccccc1Cl | -12.8 | -6.9 | -2.2 | 12.7 | -0.9 | -2.5 | 6.8 | 0.4
O=C(CSc1ncnc2sc3c(c12)CCCC3)c1ccccc1 | -10.7 | -4.0 | 9.6 | 20.0 | -0.6 | 19.6 | -6.2 | 10.2
Cc1nc([N+](=O)[O-])c(C(=O)OCc2ccccc2)n1C | -6.5 | 1.5 | -2.9 | 7.1 | -1.1 | 0.7 | -3.0 | 1.5
Cc1cc(Br)ccc1NC(=O)CN(C)C(=O)C1=COCCO1 | -3.9 | -6.5 | -10.9 | 10.0 | -0.3 | 4.2 | -1.3 | -1.8
Cc1[nH]c(C)c(S(=O)(=O)N2CCN(c3ccccc3F)CC2)c1C(=O)N1CCCC1 | -24.1 | -1.9 | 7.0 | 2.8 | 1.5 | 13.9 | 1.2 | 1.9
Cc1cnc(NS(=O)(=O)c2ccccc2)c(Br)c1 | -6.3 | -3.0 | -15.9 | 16.9 | 1.2 | 3.0 | 2.3 | 2.1
Cc1[nH]c2ccc(-c3n[nH]c(=S)n3-c3ccccc3)cc2c1C | 35.6 | 8.8 | -4.3 | -58.4 | 0.0 | 0.6 | -3.4 | 1.5
COc1cc(C(=O)Nc2ccc(C)cc2C(NCC(=O)NN)c2ccccc2)cc(OC)c1OC (stereo unspecified) | -1.9 | 5.0 | -1.6 | 18.3 | 0.0 | -4.7 | -2.8 | 0.7
C/C(Cl)=C\Cn1c(Nc2ccccc2)nc2c1c(=O)n(C)c(=O)n2C | 6.2 | 6.2 | 3.7 | -3.1 | -0.7 | -11.4 | -0.3 | 0.2
O=C(NCCS(=O)(=O)N1CCN(c2cccc(Cl)c2)CC1)C1CC1 | 17.1 | -1.9 | -4.4 | 9.2 | 6.0 | -3.0 | -3.6 | -0.3
N#Cc1ccc(CN2C=NS(=O)(=O)c3ccccc32)cc1 | 19.8 | 3.5 | -3.5 | 10.7 | 0.8 | -0.4 | -3.5 | 0.0
CCCn1cnc2scc(-c3ccc(C)cc3)c2c1=O | 9.6 | 0.9 | 9.5 | 12.4 | 0.2 | -3.7 | -10.7 | 0.8
COc1c(C)cc(Br)cc1C(=O)Nc1ccc(S(N)(=O)=O)cc1 | 8.7 | 3.0 | -1.6 | -7.3 | -1.0 | -3.1 | -13.9 | -0.1
CCOC(=O)C1=C(C)OC2(O)c3ccccc3C(=O)C12O (stereo unspecified) | 0.2 | 46.4 | 68.7* | 95.7* | 0.8 | -5.0 | -12.7 | 3.8
CCN(CC)S(=O)(=O)c1ccc(NC(=O)Nc2cccc(C(F)(F)F)c2)cc1 | 23.1 | 3.7 | 4.6 | 17.7 | 30.6* | 3.1 | -5.3 | 84.2*
O=C(c1cc(-c2ccncc2)nc2ccccc12)N1CCN(c2ncccn2)CC1 | -12.4 | 3.7 | 5.4 | -4.1 | -0.2 | -0.3 | 13.2 | -1.4
COc1ccccc1CNC(=O)C1CCC(CNS(=O)(=O)c2ccc(F)cc2)CC1 (stereo unspecified) | 4.8 | 9.1 | 11.9 | 6.7 | -5.7 | 6.8 | 1.1 | -0.2
